Assay outcomes (PubChem BioAssay)
CCT chaperon mod = High-Throughput Screening for Modulators of Cytosolic Chaperonin Activity; purified chaperonin ATPase assay, HTRF ADP detection, 30 min; activity change, % (concentration not given with the values), hits read low; hit rate 0.3% among 360,000; in the data active = activity change below about -30%; note: % is set by controls: 0 for no effect and ±100 for the full control effect
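We incubate TRiC, 40 or 20 nM final, with library compounds at 76 uM and 10 uM ATP for 30 min at 37 °C. ADP formed is detected with Transcreener HTRF reagents after 30 min at room temperature.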
PI5P4Ka inh = qHTS for Inhibitors of phosphatidylinositol 5-phosphate 4-kinase (PI5P4K); PI5P4Kalpha enzyme, ADP-Glo luminescence, 60 min; active compounds read low; max response, %; hit rate 1.2% among 330,000; AID 652105, 2013; active = max response of -50% or lower; inconclusive = between -30% and -50%; inactive = -30% or higher; note: value at the top dose of about 77 µM; % is set by controls: 0 for no effect and ±100 for the full control effect
Target sequence (P48426 whole entry, looked up): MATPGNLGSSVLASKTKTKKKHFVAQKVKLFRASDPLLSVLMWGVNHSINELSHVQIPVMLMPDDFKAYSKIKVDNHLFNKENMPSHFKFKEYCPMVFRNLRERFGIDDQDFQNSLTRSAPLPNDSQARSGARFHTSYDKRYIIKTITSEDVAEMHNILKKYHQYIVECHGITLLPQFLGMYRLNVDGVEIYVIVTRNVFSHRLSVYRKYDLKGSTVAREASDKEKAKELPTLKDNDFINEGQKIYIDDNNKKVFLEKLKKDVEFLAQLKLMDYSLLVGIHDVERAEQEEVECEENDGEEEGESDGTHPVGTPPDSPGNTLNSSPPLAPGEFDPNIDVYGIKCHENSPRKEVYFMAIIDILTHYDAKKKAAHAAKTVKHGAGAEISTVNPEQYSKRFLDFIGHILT
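PI5P4Kalpha ADP-Glo assay; 5 microM ATP final; 60 min RT reaction; HEPES pH 7.4/EGTA/CHAPS, 5% DMSO; controls lacking substrate or enzyme; luminescent end-point.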
EPAC1 antagonist = qHTS for Antagonist of cAMP-regulated guanine nucleotide exchange factor 3 (EPAC1): primary screen | AID 720709, 2013 | Potency, µM (series often up to 115 µM), for the others: at the top dose activity change, negative = inhibition, hits mostly inhibitors | EPAC1 GEF assay, Rap1b-BODIPY-GDP exchange fluorescence | Rap guanine nucleotide exchange factor 3 (Homo sapiens), O95398 | hit rate 0.14% among 360,000;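 note: potency is the fitted concentration of half-maximal effect; plate controls were vehicle for no effect and positive control for full effect; nearly all actives have a fitted effect of over 50% in size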
Mm-Cpn inhibitor = Inhibitors of TCP-1 ring complex (TRiC) of Methanococcus maripaludis (MmCpn): qHTS; Chaperonin Mm-Cpn (Methanococcus maripaludis); purified Mm-Cpn ATPase, ADP Transcreener TR-FRET; Potency, µM (doses to about 76.9 µM), for inactives: at the top dose activity, negative = inhibition, usual class: inhibitors; hit rate 0.031% among 330,000; AID 504842, 2011; note: potency is the fitted concentration of half-maximal effect; % is set by controls: 0 for no effect and ±100 for the full control effect; nearly all actives have a fitted effect of over 80% in size
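Eu-cryptate anti-ADP/ADP-d2 competition gives a ratio inversely related to ADP. Enzyme at 25 nM was pre-exposed to compound for 10 min, then given 10 uM ATP for 30 min, 37°C throughout.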
WRN inhibitor = qHTS for Inhibitors of WRN Helicase; WRN helicase unwinding, fluorescent forked duplex, kinetic; AID 651768, 2012; hit rate 0.46% among 360,000; Bifunctional 3'-5' exonuclease/ATP-dependent helicase WRN (Homo sapiens), Q14191; Potency, µM (series often up to 114 µM), for the others: at the highest dose activity change, negative = inhibition, actives largely listed as inhibitors; note: potency is the fitted concentration of half-maximal effect; % is set by controls: 0 for no effect and ±100 for the full control effect; nearly all actives have a fitted effect of over 55% in size
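Kinetic red-fluorescence monitoring (525/598 nm) tracks WRN helicase activity after 100 nM fluorophore-quencher forked duplex and 2 mM ATP are added to 20 nM enzyme pretreated 15 min at room temperature with compound.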
PLK1 PBD block = qHTS for Inhibitors of PLK1-PDB (polo-like kinase 1 - polo-box domain): Primary Screen; Serine/threonine-protein kinase PLK1 (Homo sapiens), P53350; Plk1 PBD binding of FITC phosphopeptide, fluorescence polarization; Potency, µM, for inactives: max response, negative = inhibition, usual class: inhibitors; hit rate 2.8% among 360,000; note: potency is the fitted concentration of half-maximal effect; series mostly up to about 57 µM; % is set by controls: 0 for no effect and ±100 for the full control effect; nearly all actives have a fitted effect of over 65% in size
Target sequence (P53350 whole entry, looked up, the tested form may be a part): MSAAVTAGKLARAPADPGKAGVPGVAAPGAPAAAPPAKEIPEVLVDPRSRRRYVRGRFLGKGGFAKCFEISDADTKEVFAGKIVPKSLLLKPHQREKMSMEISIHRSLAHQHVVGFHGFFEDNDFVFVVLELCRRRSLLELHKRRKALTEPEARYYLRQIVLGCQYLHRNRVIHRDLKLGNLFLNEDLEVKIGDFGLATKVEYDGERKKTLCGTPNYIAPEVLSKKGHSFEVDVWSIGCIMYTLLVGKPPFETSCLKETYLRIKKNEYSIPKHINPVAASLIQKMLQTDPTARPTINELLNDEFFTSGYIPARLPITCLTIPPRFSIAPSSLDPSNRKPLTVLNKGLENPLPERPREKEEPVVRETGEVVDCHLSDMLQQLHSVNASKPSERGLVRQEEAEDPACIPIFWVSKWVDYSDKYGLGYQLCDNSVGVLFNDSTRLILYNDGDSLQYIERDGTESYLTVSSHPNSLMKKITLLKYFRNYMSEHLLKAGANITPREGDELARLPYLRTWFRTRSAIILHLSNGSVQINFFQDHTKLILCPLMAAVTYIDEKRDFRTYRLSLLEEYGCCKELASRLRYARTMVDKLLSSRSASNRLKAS
EPAC2 antagonist = qHTS for Antagonist of cAMP-regulated guanine nucleotide exchange factor 2 (EPAC2): primary screen; EPAC2 GEF exchange of Rap1B-BODIPY-GDP, fluorescence; Potency, µM (doses to about 114 µM), inactives show top-dose activity, negative = inhibition, most hits filed as inhibitors; hit rate 0.18% among 360,000; AID 720708, 2013; note: potency is the fitted concentration of half-maximal effect; % is set by controls: 0 for no effect and ±100 for the full control effect; nearly all actives have a fitted effect of over 45% in size; many of its hits are not listed in these tables
EPAC1 ag = qHTS for Agonist of cAMP-regulated guanine nucleotide exchange factor 3 (EPAC1): primary screen; EPAC1 agonist qHTS, biochemical assay; response scale: 100% = response to 6.5 mM cAMP; Potency, µM (titrated, usually from 154 µM), for the others: at the top dose activation, most hits filed as activators; hit rate 0.073% among 360,000; note: potency is the fitted concentration of half-maximal effect; nearly all actives have a fitted effect of over 60% in size
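Nucleotide exchange assay: 100 nM EPAC1 with 250 nM Rap1B loaded with BODIPY-GDP and 50 uM GDP, room temperature. Fluorescence (480/540 nm) read every 5 min for 30 min; signal change normalized to 6.5 mM cAMP as full agonist.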
An asterisk follows results filed as active; ? = inconclusive; nt = no result given; [ ] = remark or other dose. Unless noted, calls come from the whole dose curve; as a rule, active = well fitted curve in the direction sought with a large enough effect; inconclusive = small, poorly fitted or top-dose-only effect, or another doubt; inactive = no such curve, though single readings can be large; an effect the other way counts as inactive or inconclusive. This is a subset (hit frequency here may not be typical).

SMILES | CCT chaperon mod | PI5P4Ka inh | EPAC1 antagonist | Mm-Cpn inhibitor | WRN inhibitor | PLK1 PBD block | EPAC2 antagonist | EPAC1 ag
CC(c1ccccc1)C1NC(C(=O)O)CS1 (stereo not given) | 2.6 | 22.4 | 10.6% | -0.6% | 9.2% | -2.1% | -5.4% | -3.1%
COc1ccc(CNC(=O)c2cccc(-c3ccc(C)c4ccccc34)n2)cc1 | -1.1 | 7.6 | 3.5% | -9.1% | 7.3% | 7.3% | 5.2% | -2.0%
O=C1c2ccccc2C(=O)c2c1ccc(O)c2O | 1.8 | -74.2* | -20.4% | nt | ? | ? | -10.5% | 6.1%
CCN1C(=O)/C(=C2\SC(=S)N(c3c(C)n(C)n(-c4ccccc4)c3=O)C2=O)c2ccccc21 | -2.9 | 7.0 | -16.8% | -4.2% | -1.0% | -7.2% | 0.9% | 3.2%
CCCS(=O)(=O)NC(=O)C1(C)CCCN(C(=O)c2c(C)noc2C)C1 (stereo not given) | -3.5 | 0.5 | 4.7% | nt | 3.8% | -10.9% | 13.6% | 3.6%
CCOC(=O)C1=C(COC(=O)/C=C/c2ccc(OC)c(OC)c2)NC(=O)NC1C (stereo not given) | -2.3 | -1.6 | -25.8% | -5.1% | -2.1% | -9.2% | -3.1% | -6.4%
CCOC(=O)c1ccc(S(=O)(=O)N2CCN(CC(O)COc3ccc(C#N)cc3)CC2)cc1 (stereo not given) | -2.5 | -0.2 | -11.6% | 0.2% | -34.8% | -2.6% | -8.1% | 2.7%
CC1CCC2(CC1)NC(=O)N(NC(=O)CSc1nnc(NC3CC3)s1)C2=O (stereo not given) | 1.0 | 0.7 | -22.2% | 0.5% | -6.1% | -6.0% | 3.2% | 13.7%
CC(=O)c1ccc(N(CC(=O)NC2CCCCC2)C(=O)CNC(=O)c2cccs2)cc1 | 2.9 | 2.1 | -14.8% | -3.4% | 5.7% | -5.4% | -3.6% | -16.3%
CCCN1CCN(C(=O)Nc2cccc(C(F)(F)F)c2)CC1 | -3.2 | 7.5 | -8.5% | -0.2% | -3.3% | -7.1% | -2.1% | -7.3%
CC(C)C1Oc2ccccc2N(CC(=O)NC2CCCCC2)C1=O (stereo not given) | -1.1 | 0.1 | -11.2% | -1.0% | -3.3% | -0.3% | -9.6% | -2.9%
Cc1c(NS(=O)(=O)c2cccc(C(=O)NCc3ccccc3Cl)c2)c(=O)n(-c2ccccc2)n1C | 1.9 | -7.7 | -26.9% | 0.6% | -29.9% | -21.3% | 3.0% | -8.7%
O=C(CSc1nnc(SCc2cccc3ccccc23)s1)N/N=C/c1c[nH]c2ccccc12 | 1.4 | -2.3 | 8.3% | -1.2% | -9.6% | -5.7% | 17.2% | 6.6%
CC(C)c1ccccc1NS(=O)(=O)N(C)C | -2.0 | 0.4 | 15.3% | -5.0% | 0.3% | 2.2% | -0.6% | -2.6%
O=S(=O)(c1cccc(C(F)(F)F)c1)N1CCCC1c1cccnc1 (stereo not given) | 0.2 | 9.1 | 17.6% | 2.5% | -10.7% | -3.1% | -8.0% | 3.2%
COc1cccc(NC(=O)CN2C(=O)C(c3ccc(C)cc3)=NC23CCCCCC3)c1 | -5.8 | -3.3 | -25.1% | -3.1% | -34.8%[57.1 µM] | -10.5% | -12.4% | 4.2%
CCOC(=O)c1sc(NC(=O)c2cc(-c3cccc(O)c3)on2)c(C(=O)OCC)c1C | 0.6 | -4.6 | -8.0% | -3.7% | 5.7% | -5.2% | 5.3% | -11.0%
COc1ccccc1CNc1nc(C)c(C(C)=O)s1 | 0.4 | -5.6 | 20.2% | -0.6% | -2.7% | 15µM* | -5.0% | 6.3%
CCOC(=O)[C@]12CCC=C1N(Cc1ccco1)C(=O)[C@H](CC(=O)NCC13CC4CC(CC(C4)C1)C3)C2 | 0.7 | -13.3 | -3.0% | nt | -2.4% | -0.6% | 15.4% | 1.2%
O=C(c1ccc(NS(=O)(=O)c2ccccc2)cc1)N1CCOCC1 | 1.1 | 0.1 | -10.0% | 1.4% | -12.0% | -5.7% | -6.2% | 0.7%
CC(C)(C)OC(=O)C[C@@H]1C/C=C\C[C@@H](CC(=O)NCCO)C(=O)NC[C@@H](c2ccccc2)OC1=O | -1.3 | 4.4 | -4.2% | 3.6% | 3.8% | -10.4% | 20.4% | -8.6%
S=C(NCc1ccncc1)Nc1ccc(Cl)c(Cl)c1 | 1.7 | 0.3 | -12.5% | -0.2% | -19.1%[57.1 µM] | -6.5% | 0.6% | -6.4%
O=C(CSc1nc(-c2ccc(F)cc2)cs1)Nc1ccccn1 | -8.8 | -1.0 | 17.7% | -0.1% | -1.8% | -0.4% | 1.1% | 4.2%
CCOc1ccc(S(=O)(=O)N2CCC(C(=O)NCc3ccco3)CC2)cc1C | 0.8 | 1.6 | -9.1% | 1.5% | -3.4%[57.1 µM] | 2.1% | -15.0% | 4.9%
O=C(NCC1CC1)c1ccc2sc([C@@H]3O[C@H](CO)[C@H](O)[C@H](O)[C@H]3O)nc2c1 | -1.5 | -7.4 | 1.0% | nt | 7.3%[57.1 µM] | -2.3% | 6.5% | -14.7%
COc1ccc(CN(C)CC(=O)NC(C)c2ccccc2)cc1OC (stereo not given) | -3.3 | -10.2 | -5.0% | -2.0% | 3.0% | -10.2% | 4.2% | 4.4%
CN1CCCN(S(=O)(=O)c2cccc(C(F)(F)F)c2)c2nc3ccccc3nc21 | 0.0 | -3.0 | 11.6% | -0.7% | -6.6% | -4.0% | -7.2% | 2.3%
COc1ccc(Cc2n[nH]c(=S)n2Cc2ccccc2)cc1Cl | -2.7 | -19.4 | -19.4% | -1.9% | ? | -20.7% | -19.4% | 5.0%
CNC(=O)NC(=O)COC(=O)CCCOc1ccc(OC)cc1 | -1.1 | nt | -18.4% | -0.8% | -0.6% | 0.8% | -5.4% | -2.2%
CCOc1ccc(Nc2nc(N)nc(CSC(=S)N3CCN(c4ccccc4)CC3)n2)cc1 | -11.8 | 4.0 | -1.1% | -0.6% | -21.3% | 4.9% | -2.9% | 1.1%
CN(C)S(=O)(=O)c1ccc(C(=O)NCCOc2ccccc2)cc1 | 0.7 | 3.0 | 7.9% | 1.6% | 2.6% | -4.0% | 5.5% | -4.8%
CCC1CCCCN1C(=O)/C=C/c1ccc2c(c1)OCO2 (stereo not given) | 1.4 | 4.1 | 5.1% | -2.6% | 3.7% | 1.7% | 20.0% | -3.1%
COc1cc(OC)cc(C(=O)N(Cc2nc(-c3cccc(C)c3)no2)C(C)C)c1 | 0.8 | 3.1 | -17.7% | -0.8% | -9.9% | -6.4% | 5.7% | 19.5%
O=C(c1ccc(NS(=O)(=O)c2cccc(F)c2)cc1)N1CCCC1 | -1.6 | -3.2 | 1.1% | 0.6% | -9.7% | 6.9% | 7.7% | 2.2%
COc1cc(NC(=O)c2cccs2)ccc1NC(=O)c1ccccc1Cl | -0.5 | -1.1 | 1.9% | 0.5% | -14.6% | -5.8% | -8.6% | 7.8%
CCc1ccc(-c2nc(CS(=O)CC(=O)O)c(C)o2)cc1 (stereo not given) | -0.2 | -6.7 | -1.5% | -1.3% | -5.3% | ? | 1.6% | 9.9%
COCC(=O)N(C)[C@H]1C[C@H]2c3[nH]c4ccccc4c3CCN2C(=O)[C@H]1[C@H](C)O | -0.3 | -0.8 | -16.6% | nt | 4.2% | -4.6% | 5.1% | -13.8%
Cc1cc2c(N=NC(=O)C3CC3c3ccccc3)c(O)[nH]c2cc1Br (stereo not given) | -4.2 | 5.0 | -31.4% | 0.2% | -23.9% | -8.4% | -14.0% | 3.0%
O=C(NCc1ccco1)c1ccc(S(=O)(=O)N2CCOCC2)cc1 | 0.2 | -53.4* | -8.6% | -1.7% | -9.9%[57.1 µM] | ? | 7.5% | -8.6%
Cc1cc(C)cc(C(=O)NC(CC(N)=O)c2ccc(NCCN3CCOCC3)c([N+](=O)[O-])c2)c1 (stereo not given) | -1.5 | -1.2 | -12.8% | -4.6% | 0.9% | -0.4% | 9.9% | -4.3%

Part of the list above, as tab-separated lines:
Molecule	CCT chaperon mod	PI5P4Ka inh	EPAC1 antagonist	Mm-Cpn inhibitor	WRN inhibitor	PLK1 PBD block	EPAC2 antagonist	EPAC1 ag
O=C1c2ccccc2C(=O)c2c1ccc(O)c2O	1.8	-74.2*	-20.4%	nt	?	?	-10.5%	6.1%
O=C(CSc1nc(-c2ccc(F)cc2)cs1)Nc1ccccn1	-8.8	-1.0	17.7%	-0.1%	-1.8%	-0.4%	1.1%	4.2%
CCOC(=O)[C@]12CCC=C1N(Cc1ccco1)C(=O)[C@H](CC(=O)NCC13CC4CC(CC(C4)C1)C3)C2	0.7	-13.3	-3.0%	nt	-2.4%	-0.6%	15.4%	1.2%
CCCS(=O)(=O)NC(=O)C1(C)CCCN(C(=O)c2c(C)noc2C)C1 (stereo not given)	-3.5	0.5	4.7%	nt	3.8%	-10.9%	13.6%	3.6%
CCOC(=O)c1ccc(S(=O)(=O)N2CCN(CC(O)COc3ccc(C#N)cc3)CC2)cc1 (stereo not given)	-2.5	-0.2	-11.6%	0.2%	-34.8%	-2.6%	-8.1%	2.7%

Additional records follow.
SMILES | CCT chaperon mod | PI5P4Ka inh | EPAC1 antagonist | Mm-Cpn inhibitor | WRN inhibitor | PLK1 PBD block | EPAC2 antagonist | EPAC1 ag
O=C(CSc1nc2ccccc2c(=O)[nH]1)N1CCCCCC1 | -4.0 | 1.9 | -5.4% | 0.9% | 4.9% | ? | -8.8% | 1.8%
O=C(CCc1nnc2ccc(N3CCCC3)nn12)Nc1ccc(F)cc1F | -0.3 | 5.4 | -8.3% | 1.9% | 5.9% | -3.0% | -6.1% | 3.5%
COc1ccc(C(=O)NNC(=O)CSc2nnc(C3CC3)n2C)cc1 | 0.9 | 4.6 | 15.8% | -0.7% | -1.3% | -8.7% | 6.0% | -4.5%
Cc1c(NC(=O)Nc2ccccc2Cl)sc(=S)n1C | -1.4 | nt | 12.0% | -2.6% | 4.1% | -18.5% | -4.6% | -7.1%
